INS-1E GSIS act: GLuc luminescence reporter in INS-1E cells, primary screen for activators of glucose-dependent secretion of insulin. INS-1E GLuc reporter insulin secretion, 2-3 h. activation, % at 16.6 µM. 370,000 compounds, 0.61% hits. AID 743287;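 active = lowest replicate activation of at least 40%, so every replicate reaches that level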;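 note: 0% = median of neutral control wells and 100% = median of IBMX positive control wells; some compounds called inactive have numbers as strong as hits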
ARNT TACC3 PPI: disruptors of human ARNT/TACC3 interaction. Q9Y6A5. AlphaScreen His-ARNT PAS-B/GST-TACC3 binding, luminescence; TACC3 fragment carries E629A point mutation. inhibition, % at 9.99 µM. 390,000 compounds, 0.66% hits. AID 623870;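 active = mean inhibition of replicates at least 50% and at least half of replicates each reaching 50%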;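 note: 0% = complete ARNT plus TACC3 wells and 100% = ARNT alone without TACC3; many hits fall short of the cut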
Active calls of the source: *.

cpd | Compound | INS-1E GSIS act | ARNT TACC3 PPI
1 | CCn1c(O)c(N=NC(=O)C2C(=O)NCC2c2ccccc2)c2ccccc21 (stereo not drawn) | 12 | 21
2 | O=C(CN1C(=O)C2CC=CCC2C1=O)Nc1nccs1 (stereo not drawn) | 5 | -11
3 | CCc1cccc(NC(=O)CN2C(=O)NC3(CCCCCCC3)C2=O)c1 | -21 | 8
4 | CCCCn1c(N)c(N(CC)C(=O)CCc2ccccc2)c(=O)[nH]c1=O | 23 | -6
5 | CC(=O)Nc1ccc(S(=O)(=O)N2CCN(C3CCCCCCC3)CC2)cc1 | 6 | -14
6 | C/C(=N\NC(=O)Cn1c(C)nc2ccccc21)c1cccs1 | 3 | -2
7 | CC1=C(C(=O)OCc2ccc3c(c2)OCO3)C(c2ccccc2)NC(=O)N1 (stereo not drawn) | -21 | 3
8 | COc1ccc(Oc2nc(C(F)(F)F)nc3ccccc23)cc1 | 11 | 2
9 | CCOC(=O)Cn1c(-c2cccnc2Cl)nc2cc(Cl)c(Cl)cc21 | -7 | -10
10 | O=C(c1ccc(Cl)cc1)N1CCN(c2cc(=O)[nH]nc2-c2ccccc2)CC1 | 12 | 7
11 | O=C(Cn1c(C(F)(F)F)nc2ccccc21)c1ccc(F)cc1 | 0 | -20
12 | Cc1ccc(SCCNC(=S)Nc2ccccc2)cc1 | -18 | 3
13 | O=C(CNS(=O)(=O)c1ccccc1)OCC(=O)c1cccc([N+](=O)[O-])c1 | 15 | 10
14 | CCOc1ccccc1NC(=O)CSc1nnc2c(CC)c(C)nc(N)n12 | 3 | -9
15 | CCCc1nc(SCC(N)=O)[nH]c(=O)c1CC | 19 | 2
16 | Cc1c(-c2ccccc2)oc2c(C(=O)N3CCN(c4ccccc4F)CC3)cccc2c1=O | 34 | -15
17 | CSc1nc2nc3c(cn2n1)C(=O)CC(c1ccccc1)C3 (stereo not drawn) | 25 | -1
18 | CCOc1cc(C(=O)NC(C)CC)cc(OCC)c1OCC (stereo not drawn) | 12 | 6
19 | COc1nc(OCCNC(C)=O)nc(N(C)C)n1 | 1 | -6
20 | O=c1[nH]c2ccccc2n1C1CCCCC1 | 4 | -2
21 | CCn1c(SCC(=O)c2ccc3c(c2)OCCO3)nnc1C(C)C | -31 | -4
22 | CCCCCn1c(SCC(=O)OCC)nc2cc(C(=O)NCc3ccco3)ccc2c1=O | -9 | -8
23 | Cc1ccc(-c2nc3ccccc3s2)cc1NC(=O)c1ccc2c(c1)OCO2 | -22 | -3
24 | CC(C)C(=O)NC(Nc1ccccc1F)C(Cl)(Cl)Cl (stereo not drawn) | 0 | 0
25 | O=c1oc2ccccc2c2c1ncn2-c1ccccc1 | 41 | 2
26 | CO/N=C(\C)c1ncc(C(F)(F)F)cc1N1CCOCC1 | -4 | -2
27 | CC(C)(C)C1CCc2onc(C(=O)NCc3ccc(F)cc3)c2C1 (stereo not drawn) | -9 | -4
28 | CC(CN1CCCC(C(N)=O)C1)c1ccccc1 (stereo not drawn) | 15 | 2
29 | COc1ccc(C2=NOC(C(=O)NCc3ccco3)C2)cc1OC (stereo not drawn) | 40 | -25
30 | CCOC(=O)c1cc(-c2ccccc2)nn1-c1ccccn1 | 5 | 19
31 | CN1C(=O)c2ccccc2N(C)C1c1cccs1 (stereo not drawn) | -1 | -10
32 | CC(C)C(=O)Nc1ccc(NC(=S)NC(=O)c2ccc([N+](=O)[O-])cc2)cc1 | -9 | -36

In the list so far, these have an NH in an aromatic ring:
cpd | Compound | INS-1E GSIS act | ARNT TACC3 PPI
4 | CCCCn1c(N)c(N(CC)C(=O)CCc2ccccc2)c(=O)[nH]c1=O | 23 | -6
10 | O=C(c1ccc(Cl)cc1)N1CCN(c2cc(=O)[nH]nc2-c2ccccc2)CC1 | 12 | 7
15 | CCCc1nc(SCC(N)=O)[nH]c(=O)c1CC | 19 | 2
20 | O=c1[nH]c2ccccc2n1C1CCCCC1 | 4 | -2

More results follow.
cpd | Compound | INS-1E GSIS act | ARNT TACC3 PPI
33 | CCC1(C)CC(CCNS(=O)(=O)c2ccc(C)cc2)(c2ccc(C)cc2)CCO1 (stereo not drawn) | -30 | 2
34 | CCOC(=O)Cn1c(S(=O)(=O)Cc2cccc(F)c2)nc(-c2ccccc2)c1-c1ccccc1 | -2 | 14
35 | Cn1c(-c2sc(=S)n(-c3ccccc3)c2N)nc2ccccc21 | 13 | 1
36 | Cc1ccc(OCCCC(=O)Nc2nccs2)cc1 | 19 | -2
37 | Cc1cccc(NC(=O)CN(C)S(=O)(=O)c2ccc(Cl)cc2)n1 | 23 | -10
38 | CN1/C(=C/C2CC(=O)NC2=O)C(C)(C)c2ccccc21 (stereo not drawn) | -27 | 5
39 | Cc1onc(-c2ccccc2)c1C(=O)Nc1nc2c(s1)C(=O)CC(C)(C)C2 | 3 | -7
40 | Cc1ccc(S(=O)(=O)N2CCN(C(=O)CN3CCOCC3)C2c2ccccc2)cc1 (stereo not drawn) | -11 | 24
41 | O=C(CCC(=O)N(CC(=O)NC1CCCC1)C1CCCC1)Nc1ccccn1 | 9 | -2
42 | O=C(NC1=NCCS1)c1csc2ccccc12 | -6 | 3
43 | CN(CC(=O)Nc1cccc2c1CCCC2)S(=O)(=O)c1ccc(Cl)cc1 | -12 | 22
44 | O=C(COc1ccccc1Cl)Nc1cnn(Cc2ccccc2)c1 | -4 | -2
45 | COc1ccc(S(=O)(=O)Nc2cc(Cl)ccc2OC)cc1 | 14 | -5
46 | O=C(c1ccccn1)c1ncc(C(F)(F)F)cc1Cl | 25 | 4
47 | Cc1cccc(OCC(O)Cn2c(NCCCOC(C)C)nc3c2c(=O)[nH]c(=O)n3C)c1 (stereo not drawn) | 3 | -2
48 | CCOC(=O)N1CCC(NC(=O)c2cnn3c2NC(c2ccco2)CC3C(F)(F)F)CC1 (stereo not drawn) | -8 | 5
49 | CCOC(=O)N1CCN(C(=O)c2ccc(CNS(=O)(=O)c3ccc(OC)cc3)cc2)CC1 | -10 | -1
50 | Cc1cc(C)c(NC(=O)C(C)Sc2nc3ccc(N4C(=O)c5ccccc5C4=O)cc3s2)c(C)c1 (stereo not drawn) | -4 | -6
51 | CN1C(=O)c2ccc(N3CCCC3)cc2C1=O | -8 | -16
52 | Cc1ccc(NC(=O)c2ccco2)c(NC(=O)Cc2cccs2)c1 | 15 | 0
53 | COc1c(F)c(F)c(C(=O)Nc2cccc(Cl)c2N2CCOCC2)c(F)c1F | -25 | 8
54 | C(=N\c1ncnc2sccc12)/NOCc1ccccc1 | -8 | -10
55 | CCOCCCN1CC(C(=O)NCCc2ccc(C)cc2)CC1=O (stereo not drawn) | 9 | -10
56 | C=C(C)CC1N(c2cccc(OC)c2)C(=O)[C@@H]2C(C(=O)O)[C@H]3C=C[C@@]12O3 (stereo partly drawn) | 17 | 3
57 | CN1CCN(c2oc(-c3cccs3)nc2S(=O)(=O)c2ccccc2)CC1 | 5 | -6
58 | CC(=O)c1c(N2CCOCC2)nc(=S)n(-c2ccccc2)c1C | 2 | 1
59 | CCOC(=O)c1nn(-c2ccc(Cl)cc2)c2nc(-c3ccc(C)cc3)c(C#N)c(=O)n12 | -22 | 0
60 | CC(C)(C)NS(=O)(=O)c1ccc(NS(=O)(=O)Cc2ccccc2)cc1 | 9 | -1
61 | COc1ccc(CC(=O)Nc2ccc(S(=O)(=O)Nc3nc(C)cc(C)n3)cc2)cc1 | 19 | 0
62 | Cc1ccc2nc(/C(C#N)=C\c3ccc(N4CCOCC4)o3)[nH]c2c1 | 2 | 18
63 | Cc1cccc(OCC(=O)NNC(=O)c2cc3ccccc3oc2=O)c1 | -5 | -4
64 | NC(=O)CC1(CC(=O)O)CCCCC1 | 5 | -3
65 | CC(=O)c1cccc(N(CC(=O)O)S(C)(=O)=O)c1 | 0 | -5
66 | COc1cccc(CN2CCN(CC(=O)Nc3ccccc3Cl)CC2)c1 | 3 | 20
67 | Cc1ccc(NC(=O)c2cc3c(=O)oc4ccccc4c3s2)nc1 | -7 | -14
68 | CC(=O)Oc1ccc2ccccc2c1C(NC(=O)Cc1ccccc1)c1ccccc1 (stereo not drawn) | -24 | 7
69 | COc1ccccc1NC(=O)CSCc1nc2ccccc2[nH]1 | 25 | 11
70 | COc1cc(/C=c2\sc3n(c2=O)C(c2ccccc2)C(c2ccccc2)=NN=3)ccc1O (stereo not drawn) | -8 | -1
71 | Cn1ncc([N+](=O)[O-])c1C(=O)N1CCOCC1 | 4 | -8
72 | CC(C)(C)N(NC(=O)Nc1ccc(Cl)c(Cl)c1)C(=O)c1ccccc1 | -37 | -8

3 of the entries above in order of the INS-1E GSIS act value, rising.
cpd | Compound | INS-1E GSIS act | ARNT TACC3 PPI
68 | CC(=O)Oc1ccc2ccccc2c1C(NC(=O)Cc1ccccc1)c1ccccc1 (stereo not drawn) | -24 | 7
70 | COc1cc(/C=c2\sc3n(c2=O)C(c2ccccc2)C(c2ccccc2)=NN=3)ccc1O (stereo not drawn) | -8 | -1
65 | CC(=O)c1cccc(N(CC(=O)O)S(C)(=O)=O)c1 | 0 | -5

Further records.
cpd | Compound | INS-1E GSIS act | ARNT TACC3 PPI
73 | CCOC(=O)C(C)Sc1nc(C2CC2)cc(C(F)(F)F)c1C#N (stereo not drawn) | -29 | 1
74 | COc1ccc(S(=O)(=O)NC2CCCCC2)c(C)c1C | 7 | 2
75 | CCOC(=O)c1cccnc1SCC(=O)N(CC)c1cccc(C)c1 | -2 | 8
76 | O=C(CCn1c(=O)c2sccc2n(Cc2cc(=O)n3ccccc3n2)c1=O)NCc1ccco1 | 17 | -5
77 | COc1ccc(Nc2nc(NC(C)(C)C)nc(N3CCCC3)n2)c(OC)c1 | -20 | 15
78 | COc1ccc(OC)c(-c2cc(C(=O)Nc3c(C)nn(Cc4ccc(Cl)cc4)c3C)no2)c1 | -23 | 11
79 | CCN(CC)CCCN1C(=O)C(O)=C(C(=O)c2cc3cccc(OC)c3o2)C1c1ccncc1 (stereo not drawn) | 9 | 4
80 | CCn1c(CC(=O)Nc2ccc(C)cc2)nnc1SCC(=O)NCCc1ccccc1 | -16 | -1
81 | CCS(=O)(=O)N1CCC(C(=O)NCCc2ccccc2)CC1 | 32 | -2
82 | CCOC(=O)Nc1sc2nc(C)cc(C)c2c1-n1cccc1 | 3 | -11
83 | O=C(COC(=O)C1CC(=O)N(c2ccc3c(c2)OCCO3)C1)Nc1ccc2c(c1)CCC2 (stereo not drawn) | -5 | 1
84 | O=C(NCc1n[nH]c(=S)n1-c1ccc(F)cc1)c1ccc(S(=O)(=O)N2CCCC2)cc1 | 25 | -2
85 | Cc1ccc(NS(=O)(=O)c2cc(C(=O)O)ccc2Cl)cc1 | -1 | -16
86 | N#C/C(=C\c1cccs1)Sc1nc2ccccc2s1 | -2 | 3
87 | CCN(CC)CCNC(=O)C12CC3CC(C)(CC(C)(C3)C1)C2 | -1 | -22
88 | COc1ccccc1NS(=O)(=O)c1ccc(NC(=O)c2nc3nc(C)cc(C(F)F)n3n2)cc1 | 2 | -9
89 | CC1CCCCC1NC(=O)CSCC(=O)O (stereo not drawn) | 0 | -4
90 | CCNc1nc(NCc2ccccc2)nc(SCC(=O)Nc2ccccc2)n1 | -25 | -11
91 | Cc1ccc(NC(=O)c2cc(NC(=O)c3ccco3)ccc2N2CCOCC2)cc1Cl | 0 | -3
92 | C(=N\Nc1nc2ccccc2[nH]1)/c1c[nH]c2ccccc12 | -33 | 27
93 | O=C(CN1C(=O)C2C3C=CC(C3)C2C1=O)N1CC(=O)N(CCc2ccccc2)C(=O)C1 (stereo not drawn) | -7 | 3
94 | Cc1cc(C)n(Cc2ccc(C(=O)NCCC3=CCCCC3)o2)n1 | -2 | -5
95 | CCOc1ccc(NC(=S)Nc2cc(-c3ccccc3)[nH]n2)cc1 | -13 | 1
96 | CC1CN(C(=O)c2nn(C)cc2[N+](=O)[O-])CC(C)O1 (stereo not drawn) | 3 | -4

Values by screen from above:
ARNT TACC3 PPI, nos. 89–96 → -4, -11, -3, 27, 3, -5, 1, -4
INS-1E GSIS act, nos. 89–96 → 0, -25, 0, -33, -7, -2, -13, 3

(cont.)
cpd | Compound | INS-1E GSIS act | ARNT TACC3 PPI
97 | O=C(Oc1ccccc1)c1cc2ccccc2o1 | -8 | 2
98 | CC1CCN(C(=O)Cn2c(SCC(=O)Nc3nccs3)nc3ccccc32)CC1 | 0 | -4
99 | CC1=CCC2C(=O)N(CCc3c[nH]c4ccccc34)C(=O)C2C1 (stereo not drawn) | 16 | -35
100 | O=S(=O)(NC1CCCCC1)c1ccc(Br)cc1 | 7 | -8
101 | Cc1nc2ccc3nc(NC(=O)c4ccc(S(=O)(=O)N5CCOCC5)cc4)sc3c2s1 | 7 | 0
102 | CCC(=O)Oc1c(S(=O)(=O)c2ccc(C)cc2)c(C)nn1C(C)(C)C | -22 | -2
103 | COc1ccc(Cl)cc1Nc1nc(C)cc(C)c1C(N)=O | 17 | -4
104 | Cc1ccc(Nc2cc(C)nc3nnnn23)cc1 | -6 | 4
105 | CCOc1ccccc1/C=N/Nc1ccccc1[N+](=O)[O-] | 36 | -8
106 | Cc1nnc(SCC(=O)N2CC(=O)Nc3ccccc32)n1Cc1ccccc1 | 1 | 0
107 | COc1cc(NS(=O)(=O)c2ccc(N/C=C\C(=O)c3ccc(C)cc3)cc2)nc(OC)n1 | 17 | -4
108 | COc1ccc(NCc2nnc(SCC(=O)c3ccc(OC)cc3)n2C)cc1 | -3 | -2
109 | CCCN(CCC)S(=O)(=O)c1cccc(C(=O)Nc2ccc3c(c2)OCO3)c1 | -7 | 6
110 | CCC(=O)NCCc1nc2cc(NC(=O)c3ccccc3OC)ccc2n1C | 123 | 2
111 | COc1cccc(C2CC(c3cccs3)=NN2C(=S)Nc2ccccc2)c1OC (stereo not drawn) | 7 | 5
112 | COc1cccc(NC(=S)NNC(=O)C(C)n2nc(C)c([N+](=O)[O-])c2C)c1 (stereo not drawn) | 2 | -5
113 | COc1ccc(C2C(=O)N(C3CCCCC3)CC(=O)N2CCc2ccccc2)cc1OC (stereo not drawn) | -1 | 0

This is a subset; count on the stated rates, not on these rows.
